Screening results: PubChem BioAssay, Sanford-Burnham Center for Chemical Genomics
LYP inhibition = PTPN22 lymphoid phosphatase activity blockers – biochemical, fluorescence intensity, uHTS (AID 1779); recombinant LYP phosphatase, fluorescence intensity; higher % means a stronger effect; inhibition, % at 11.5 µM; hits with a dose series show IC50 in µM; 0.054% of 290,000 active; in the data active = inhibition above about 50%;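 also: plate controls were vehicle with enzyme for no effect and no enzyme for full effect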
Numbers without * were called inactive. This is a subset; rates above refer to the full screens.

LYP inhibition,smiles
-2%,COc1cccc(OC)c1C(=O)Nc1nnc(-c2ccc(F)cc2)s1
3%,Cn1c(CCN2CCN(c3ccccn3)CC2)nc2cc(NC(=O)COc3ccc([N+](=O)[O-])cc3)ccc21
-4%,Cn1c(=O)oc2cc(S(=O)(=O)N3CCN(c4ccccc4F)CC3)ccc21
-5%,COC(=O)c1ccc(C2C(C#N)=C(N)Oc3cc(O)ccc32)cc1 (configuration not stated)
-8%,CN(C1CCCCC1)S(=O)(=O)c1ccc(C(=O)Nc2sc3c(c2C(N)=O)CC(C)(C)NC3(C)C)cc1
-7%,COc1ccc(CCNC(=O)C2(C)CCC(=O)N2Cc2ccc(F)cc2Cl)cc1OC (configuration not stated)
-5%,Cn1cc(CCC(=O)N2CCCC(Nc3ccc(F)cc3)C2)cn1 (configuration not stated)
-9%,COc1ccc(C(=O)NNC(=O)C2CC=CCC2)cc1 (configuration not stated)
-5%,CCn1cc(CN2CCCC(CNC(=O)COc3ccccc3OC)C2)c(C)n1 (configuration not stated)
-11%,Cc1ccc(OCc2cc(C(=O)N3CCCC(O)C3)no2)cn1 (configuration not stated)
-4%,CCC(CC)c1nnc(NC(=O)CCc2ccc(OC)cc2)s1
-6%,Cc1cc(C)nc(NC(=O)NC(=O)c2ccccc2)n1
-3%,COc1ccccc1NS(=O)(=O)c1ccc(NC(=O)c2[nH]nc(OC)c2[N+](=O)[O-])cc1
0%,COc1cccc(/C=C2\SC(N3CCCC(C)C3)=NC2=O)c1OC (configuration not stated)
-9%,Cc1ccc(-c2nc(=O)[nH]c3ccc(Br)cc23)cc1
-7%,O=C(CCNS(=O)(=O)c1ccc(Br)cc1)NCCc1ccccc1
-7%,COc1ccc(S(=O)(=O)NCC(=O)N(CC(=O)NCC2CCCO2)Cc2ccccc2)cc1 (configuration not stated)
-10%,O=C(NNC(=O)C1CC1)c1cccc([N+](=O)[O-])c1
-10%,Cc1ccc(-n2c(C)nnc2SCC(=O)NC2CCCC2)cc1
-11%,O=C(CC1S/C(=N/N=C2CCCCCC2)NC1=O)Nc1ccccc1C(F)(F)F (configuration not stated)
-8%,O=C(CSC(=S)N1CCCC1)c1ccccc1
-5%,CS(=O)(=O)Nc1cccc(C2=NN(C(=O)c3ccco3)C(c3cccs3)C2)c1 (configuration not stated)
-10%,O=[N+]([O-])c1ccc(N=Nc2c(O)[nH]c3ccc(F)cc23)cc1
4%,COc1ccc(OC)c(Nc2nc(N)c([N+](=O)[O-])c(NC3CCCCC3)n2)c1
-7%,C=CCNC(=O)c1ccc(N(Cc2ccc(Cl)cc2)S(C)(=O)=O)cc1
4%,Cc1ccc(CCNC(=O)CN(c2ccc(C)cc2)S(=O)(=O)c2c(C)noc2C)cc1
-6%,O=C1CNC(=S)N1Cc1ccc(Cl)cc1
-7%,O=C(NCC(=O)N1CCC2(CC1)NCCc1[nH]cnc12)c1cccc(Cl)c1
-7%,Cc1ccc(CC(=O)Nc2ccc(S(=O)(=O)Nc3nccc(C)n3)cc2)cc1
-2%,CN(C)C(CNC(=O)c1cccc(C(F)(F)F)c1)c1ccco1 (configuration not stated)
-4%,COc1ccc(N2CCN(c3nc4cc(C)ccc4cc3C=O)CC2)cc1
-7%,N/C(Cc1cccc2ccccc12)=N\OC(=O)c1ccccc1F
-3%,CC(=O)Nc1ccc(Nc2cc(C)c3ccccc3n2)cc1
-12%,CC(=O)N1CCN(C(=O)c2ccc(OC3CCN(Cc4ccccn4)CC3)cc2)CC1
-4%,Cc1ccc(F)cc1NC(=O)CCNC(=O)c1ccc([N+](=O)[O-])cc1
-9%,COc1cccc(NC(=O)C2CCN(S(=O)(=O)c3ccccc3)CC2)c1
-9%,CCOC(=O)c1cc(-c2ccc(F)cc2)nc2c1c(=O)[nH]c(=O)n2Cc1ccccc1
-13%,Cn1c(=O)oc2cc(S(=O)(=O)Nc3ccccc3O)ccc21
-10%,Cc1cc(C)c2c(n1)SCC(=O)N2CC(=O)Nc1ccc(C)c(C)c1
-13%,Cc1cccc(-c2oc3ccc(-c4ccc5c(c4)OCO5)cc3c2C(=O)OCc2ccc(O)cc2)c1

Arranged by SMILES length (rising): 19 of the compounds above
LYP inhibition,smiles
-6%,O=C1CNC(=S)N1Cc1ccc(Cl)cc1
-8%,O=C(CSC(=S)N1CCCC1)c1ccccc1
-9%,COc1ccc(C(=O)NNC(=O)C2CC=CCC2)cc1 (configuration not stated)
-3%,CC(=O)Nc1ccc(Nc2cc(C)c3ccccc3n2)cc1
-4%,CCC(CC)c1nnc(NC(=O)CCc2ccc(OC)cc2)s1
-10%,Cc1ccc(-n2c(C)nnc2SCC(=O)NC2CCCC2)cc1
-7%,N/C(Cc1cccc2ccccc12)=N\OC(=O)c1ccccc1F
-5%,Cn1cc(CCC(=O)N2CCCC(Nc3ccc(F)cc3)C2)cn1 (configuration not stated)
-7%,O=C(CCNS(=O)(=O)c1ccc(Br)cc1)NCCc1ccccc1
0%,COc1cccc(/C=C2\SC(N3CCCC(C)C3)=NC2=O)c1OC (configuration not stated)
-9%,COc1cccc(NC(=O)C2CCN(S(=O)(=O)c3ccccc3)CC2)c1
-10%,O=[N+]([O-])c1ccc(N=Nc2c(O)[nH]c3ccc(F)cc23)cc1
-4%,Cc1ccc(F)cc1NC(=O)CCNC(=O)c1ccc([N+](=O)[O-])cc1
-11%,O=C(CC1S/C(=N/N=C2CCCCCC2)NC1=O)Nc1ccccc1C(F)(F)F (configuration not stated)
-5%,CS(=O)(=O)Nc1cccc(C2=NN(C(=O)c3ccco3)C(c3cccs3)C2)c1 (configuration not stated)
4%,Cc1ccc(CCNC(=O)CN(c2ccc(C)cc2)S(=O)(=O)c2c(C)noc2C)cc1
-7%,COc1ccc(S(=O)(=O)NCC(=O)N(CC(=O)NCC2CCCO2)Cc2ccccc2)cc1 (configuration not stated)
-13%,Cc1cccc(-c2oc3ccc(-c4ccc5c(c4)OCO5)cc3c2C(=O)OCc2ccc(O)cc2)c1
-8%,CN(C1CCCCC1)S(=O)(=O)c1ccc(C(=O)Nc2sc3c(c2C(N)=O)CC(C)(C)NC3(C)C)cc1

Further compounds:
LYP inhibition,smiles
-1%,Nc1nonc1-n1nnc(C(=O)N/N=C/c2cccc(O)c2)c1CN1CCCC1
6%,COc1ccc(-c2cc(-c3ccc(Cl)cc3)c(C#N)c(SCC(=O)O)n2)cc1
-8%,O=C(NC1CCSc2ccccc21)c1cccc(OC(F)F)c1 (configuration not stated)
-12%,COc1ccc(NC(=O)c2cccc(N3C(=O)c4cccc([N+](=O)[O-])c4C3=O)c2)cc1
-11%,COc1cccc(N2CC(C(=O)Nc3ccc(F)cc3)CC2=O)c1 (configuration not stated)
-5%,O=C(COCc1cc(-c2ccco2)on1)NC1CCCCC1
-2%,CCN(CC)c1ccc(Nc2nc(Cl)ncc2Br)cc1
-17%,Cc1ccccc1CNC(=O)CCC(=O)N1CCOc2ccccc21
-6%,CN(C)S(=O)(=O)c1ccc(Cl)c(NC(=O)CN2CCN(c3ccccn3)CC2)c1
-2%,COCc1cc(C)nc(SCc2ccc(Cl)cc2)c1C#N
-8%,C=CCOC(=O)C1=C(C)NC(=O)NC1c1ccc(OCC)cc1 (configuration not stated)
-9%,COc1ccc(CCN(C)C(=O)Cn2c(=O)oc3ccccc32)cc1OC
-10%,COc1ccccc1CNC(=O)CN1C(=O)NC(C)(c2ccc(C)cc2)C1=O (configuration not stated)
-2%,O=C(CSc1nnc(-c2cccnc2)o1)Nc1ccccc1Br
-7%,COc1ccc(-c2sc(Nc3ccccc3)n[n+]2-c2ccc(F)cc2)cc1Br
-6%,CCN(CC)S(=O)(=O)c1ccc(N2CCOCC2)c(NC(=O)C2CSC3(C)CCC(=O)N23)c1 (configuration not stated)
-3%,CC(=O)Nc1cccc(NC(=O)C2CC(=O)N(CCc3ccc(F)cc3)C2)c1 (configuration not stated)
-10%,COc1ccc(-c2nc(CN3CCN(C(=O)c4ccco4)CC3)c(C)o2)cc1OC
-6%,CCCc1[nH]c2ccc(C#N)cc2c1CCC
-2%,COC(=O)c1cccc(NC(=O)c2cccc([N+](=O)[O-])c2)c1
-7%,CC(=O)O[C@H]1C[C@@]2(O)[C@@H](OC(=O)c3ccccc3)C3[C@@](C)([C@@H](O)C[C@H]4OC[C@@]34OC(C)=O)[C@@H](O)[C@H](OC(C)=O)C(=C1C)C2(C)C (some centres not stated)
-8%,CCN1CCN(c2ccc(NC(=O)c3cc(OC)c(OC)c(OC)c3)cc2)CC1
-6%,COCCCN1C(=O)C(=O)/C(=C(/O)c2ccc(S(=O)(=O)N3CCOCC3)cc2)C1c1ccc(F)cc1 (configuration not stated)
-10%,COc1cc(NC(=O)[C@H]2CSCN2C(=O)[C@@H]2CCC(=O)N2)cc(OC)c1OC
-9%,NS(=O)(=O)c1ccc(NC(=O)CCCCC(=O)Nc2ccc(S(N)(=O)=O)cc2)cc1
2%,Cc1ccc2nc(-c3ccncc3)cc(C(=O)NCc3ccccc3F)c2c1
-13%,OC(c1ccccc1)c1nc2ccccc2[nH]1 (configuration not stated)
-5%,CC(=O)Oc1cccc(N2C(=O)C3C4C=CC(CC4)C3C2=O)c1 (configuration not stated)
-8%,CCOc1cc(/C=N/NC(=O)CN2CCCCC2)ccc1O
-1%,O=C(NCc1ccccc1)C(c1ccco1)N(C(=O)c1csnn1)C1CC1 (configuration not stated)
-2%,CC(C)CCNC(=O)c1ccc2c(c1)N(C)C(=O)c1ccccc1S2
-11%,Cc1ccc(O)c(Nc2nc(-c3ccccc3)nc3ccccc23)c1
-4%,COc1ccc(-n2ncc3c2CC(C)(C)CC3NC(=O)CCC2=NNC(=O)CC2)cc1 (configuration not stated)
-2%,Cc1cc(NC(=O)NCc2ccccc2)c(=O)n(Cc2ccccc2F)c1
-10%,CC1CCN(Cc2c(C(=O)N/N=C/c3cc(Br)ccc3O)nnn2-c2nonc2N)CC1
7%,C=CCn1cc(C(=O)N2CCN(c3ccccc3)CC2)c(=O)c2cc(S(=O)(=O)N3CCCC3)ccc21
-2%,O=C(NCCCN1CCCC1)Nc1ccccc1[N+](=O)[O-]
-6%,Cc1cccc(CSC2=NCCN2S(=O)(=O)c2ccc(F)cc2)c1
-3%,CCCCC(Br)C(=O)Nc1ccc(S(=O)(=O)Nc2cc(C)nc(C)n2)cc1 (configuration not stated)
-6%,COC(=O)c1ccc(C(=O)N(Cc2ccccc2)c2ccccc2)cc1
-3%,O=C1/C(=C/c2ccco2)SC(=S)N1CCC(=O)N1CCCCC1CCO (configuration not stated)
-1%,O=C(CCC(=O)N1CCN(c2ccc(F)cc2)CC1)c1ccccc1
3%,O=C(O)CNC(=O)c1ccc(Oc2c(F)c(F)c(Oc3ccc(C(=O)NCC(=O)O)cc3)c(F)c2F)cc1
0%,COc1cc(NC(=O)CSc2nnc(-c3cc(C)on3)o2)cc(OC)c1
0%,Cc1ccccc1CCNC(=O)Cn1ccc2cc(S(=O)(=O)N3CCCC3)ccc21
-3%,Cc1ccc(CNC(=O)CNS(=O)(=O)c2ccc(Br)s2)cc1
-9%,Cc1cccc(OCCCN2CCOCC2)c1
-10%,COc1ccc(/C=C/c2nc3ccccc3c(=O)o2)cc1
-7%,CCOC(=O)N1CCC(NC(=O)c2cc(COc3ccccc3SC)on2)CC1
-3%,COC(=O)c1ccc2c(=O)n(CCN3CCOCC3)c(SCC(=O)Nc3ccc(C)cc3)nc2c1

In another format: results already given.
mol	LYP inhibition
Cc1ccccc1CCNC(=O)Cn1ccc2cc(S(=O)(=O)N3CCCC3)ccc21	0%
Cc1ccc(CNC(=O)CNS(=O)(=O)c2ccc(Br)s2)cc1	-3%

The list continues.
LYP inhibition,smiles
-9%,O=C(NCc1ccccn1)c1cc(S(=O)(=O)N2CCCCCC2)ccc1Cl
-7%,Cc1nc(C(=O)N2CCCC(Nc3ccc(C)c(C)c3)C2)cs1 (configuration not stated)
-10%,Cc1ccc(C(=O)NC2CC(C)(C)NC(C)(C)C2)cc1
-12%,CC(=O)Nc1ccc(NC(=O)C(C)OC(=O)CNS(=O)(=O)c2ccc(Br)cc2Cl)cc1 (configuration not stated)
-8%,NC(=O)C1CCN(C(=O)c2ccc3ccccc3c2)CC1
-2%,CN(C)C(=O)c1cc(C(=O)c2c(F)cccc2F)c[nH]1
-6%,Cc1cc(C)n(CC(O)COc2ccc(C(C)(C)C)cc2)n1 (configuration not stated)
-6%,Cc1c(C)c2ccc(O[C@@H]3O[C@H](CO)[C@H](O)[C@H](O)[C@H]3O)c(C)c2oc1=O
-10%,COc1ccccc1C(=O)NCCC(=O)N1CCCC(C(F)(F)F)C1 (configuration not stated)
-6%,COc1c(C)cc(C(=O)C2CCCN(C(=O)Cn3nc(C)nc3C)C2)cc1C (configuration not stated)
-9%,COc1ccc(C(=O)Nc2cc3c(cc2C(=O)O)OCCCO3)c(OC)c1
-7%,CC(=O)N1CCOc2ccc(S(=O)(=O)N3CCC(C(=O)Nc4ccc(C)cc4C)CC3)cc21
-10%,CCN(CC)CCN1C(=O)C(=O)/C(=C(/O)c2ccc(S(=O)(=O)N3CCOCC3)cc2)C1c1ccc(Cl)cc1 (configuration not stated)
-8%,CC1CC(C)CN(CCCNC(=O)c2ccc3nc(N4CCOCC4)sc3c2)C1 (configuration not stated)
-3%,COc1ccc(/C=C(/NC(=O)c2ccco2)C(=O)NCCc2ccccc2)cc1
-10%,CC(NCc1cccnc1)c1ccccc1 (configuration not stated)
-10%,COc1ccc(CCNC(=O)C(C)n2nc(C)c3c(C)n(-c4ccc(C)cc4)nc3c2=O)c(OC)c1 (configuration not stated)
-8%,O=c1c2ccccc2cnn1Cc1ccc(Br)cc1F
-6%,Cc1ccc(S(=O)(=O)Nc2c(C)n(C)n(-c3ccccc3)c2=O)c(C)c1
-6%,COc1cc(/C=C(\NC(=O)c2ccccc2)C(=O)NC(C(=O)O)c2ccccc2)cc(OC)c1OC (configuration not stated)
-5%,COc1ccc(CNC(=O)C[C@H]2C(=O)N(Cc3ccccc3)C[C@@H]2Cc2ccccc2)cc1
-6%,COc1ccc(C(=O)NCCCNC(=O)c2cnccn2)cc1Br
-6%,CC1CCCC(C)N1/N=C/c1ccccc1F (configuration not stated)
-2%,Cc1cc([N+](=O)[O-])cc2c1NC(=O)C2(O)N1CCCC(C)C1 (configuration not stated)
-4%,CN(C)C(=O)/C(=C/c1ccc(-c2cccc([N+](=O)[O-])c2)o1)NC(=O)c1ccccc1
0%,CC(=O)N1CCN(c2ccc(NCc3cccc4ccccc34)cc2)CC1
-3%,CCCCN1C[C@H](Cc2ccccc2)[C@@H](CC(=O)NCc2ccc(OC)cc2)C1=O
